Assay outcomes: PubChem BioAssay, National Center for Advancing Translational Sciences (NCATS)
D1 ag = agonists of human D1 dopamine receptor | P21728 | HEK293 T-REx D1 cells, calcium flux, agonist mode | activation, % at 2 µM | 360,000 tested, 1% active; in the data active = activation above about 30%; also: 0% is about no effect
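Inducible HEK293 T-REx D1 cells, force-coupled to calcium signalling, were plated at 4000 cells/well with tetracycline and held overnight at 30 C. After no-wash calcium dye loading, compound-evoked calcium rise over 180 s flagged agonists.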
D1 potentiator = enhances dopamine response at the human D1 receptor. P21728. HEK293 TREx D1 cells, calcium flux, dopamine EC20 potentiation. potentiation, % at 10 µM. 360,000 tested, 0.036% active; in the data active = potentiation above about 30%; also: 0% is about no effect
TRHR agonist = agonists of human TRH receptor. 360,000 tested, 0.18% active. activation, % at 2 µM. AID 493084. TRHR cells, calcium flux fluo-8, FDSS agonist mode; in the data active = activation above about 30%; also: 0% is about no effect
Target sequence (P34981 whole entry, looked up): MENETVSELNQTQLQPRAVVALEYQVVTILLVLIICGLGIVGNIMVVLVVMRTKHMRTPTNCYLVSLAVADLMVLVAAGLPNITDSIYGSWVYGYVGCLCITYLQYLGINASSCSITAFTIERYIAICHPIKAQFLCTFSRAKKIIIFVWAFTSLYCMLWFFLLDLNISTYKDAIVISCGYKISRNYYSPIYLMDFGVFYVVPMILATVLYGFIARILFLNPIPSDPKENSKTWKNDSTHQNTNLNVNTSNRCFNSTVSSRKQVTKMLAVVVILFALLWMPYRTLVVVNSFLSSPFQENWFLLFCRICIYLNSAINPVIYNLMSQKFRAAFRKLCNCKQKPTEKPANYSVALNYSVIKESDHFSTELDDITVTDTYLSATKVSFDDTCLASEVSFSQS
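Read-out: compound-evoked intracellular calcium rise in TRHR cells, fluo-8 dye, kinetic FDSS fluorescence at 1 s/cycle following a 10-cycle baseline. Cells cultured overnight before dye loading (30 min–1.5 h, RT).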
Apoferritin bind = candidate novel general anesthetic via apoferritin binding; Potency, µM (series often up to 77.5 µM), for inactives: at the highest dose activity change, negative = displacement, actives largely listed as inhibitors; P02791; apoferritin/1-aminoanthracene competitive binding, fluorescence; 350,000 tested, 0.074% active; also: potency is read from the fitted curve at half-maximal effect; % is scaled to controls: 0 for no effect and ±100 for the full control effect; nearly all actives have a fitted effect of over 20% in size
Target sequence (P02791 2-175 limits assumed): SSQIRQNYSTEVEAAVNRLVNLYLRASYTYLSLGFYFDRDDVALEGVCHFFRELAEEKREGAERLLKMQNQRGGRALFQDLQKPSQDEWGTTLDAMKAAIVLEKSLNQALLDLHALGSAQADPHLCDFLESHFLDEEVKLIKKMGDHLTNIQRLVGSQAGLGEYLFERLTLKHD
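Steps: apoferritin (10 uM) was premixed with half-saturated 1-AMA in PBS, compounds were pin-transferred, plates stood 10 min at room temperature, fluorescence was read at 380/535 nm, and curves were fitted with a Hill equation.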
RXFP1 antag = RXFP1 (human) relaxin receptor antagonism | Q9HBX9 | HEK293-RXFP1, relaxin-stimulated cAMP HTRF, 30 min; hits give low values | 350,000 tested, 0.59% active | activity change, negative = inhibition, % at 57.5 µM;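 active = activity change of -60% or lower, but not beyond a set lower limit; inconclusive = change between -60% and -40%, or beyond the set limit; inactive = change above -40%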; also: % is scaled to controls: 0 for no effect and ±100 for the full control effect
RXFP1 agonist = RXFP1 (human) receptor agonism | Q9HBX9 | HEK293T-RXFP1 cAMP TR-FRET, 30 min; response scale: percent of porcine relaxin response, buffer zero | AID 2676 | 370,000 tested, 0.3% active | Potency, µM (highest dose often 57.5 µM), inactives show at the top dose activation, most hits filed as activators; also: potency is read from the fitted curve at half-maximal effect; % is scaled to controls: 0 for no effect and ±100 for the full control effect; nearly all actives have a fitted effect of over 60% in size; many of its hits are not listed in these tables
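HEK293 cells stably expressing RXFP1, treated 30 min at 37C with compounds plus PDE4 inhibitor Ro 20174; cAMP measured by HTRF TR-FRET. Normalized to buffer and 29 nM porcine relaxin; EC50 by Hill fit.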
D1 antagonist = blocks dopamine activation of the human D1 receptor. P21728. HEK293 TREx D1 cells, calcium flux, dopamine EC80; hits give low values. activity change, negative = inhibition, % at 10 µM. 360,000 tested, 3.2% active. AID 504652; in the data active = activity change below about -30%; also: % is scaled to controls: 0 for no effect and ±100 for the full control effect
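Inducible Hek293 Trex D1 cells (tetracycline, overnight, 30 C). Calcium dye 30–90 min RT. Antagonist mode: EC80 dopamine added after 180 s compound read.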
D2 PAM = D2 dopamine receptor (human) potentiation; HEK293 T-REx D2, calcium flux, EC20 dopamine potentiation; potentiation, % at 10 µM; 340,000 tested, 0.34% active; P14416;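 active = potentiation over 3 SD above the plate norm, cut at about 30% in these data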; also: 0% is about no effect
Target sequence (P14416 whole entry, looked up): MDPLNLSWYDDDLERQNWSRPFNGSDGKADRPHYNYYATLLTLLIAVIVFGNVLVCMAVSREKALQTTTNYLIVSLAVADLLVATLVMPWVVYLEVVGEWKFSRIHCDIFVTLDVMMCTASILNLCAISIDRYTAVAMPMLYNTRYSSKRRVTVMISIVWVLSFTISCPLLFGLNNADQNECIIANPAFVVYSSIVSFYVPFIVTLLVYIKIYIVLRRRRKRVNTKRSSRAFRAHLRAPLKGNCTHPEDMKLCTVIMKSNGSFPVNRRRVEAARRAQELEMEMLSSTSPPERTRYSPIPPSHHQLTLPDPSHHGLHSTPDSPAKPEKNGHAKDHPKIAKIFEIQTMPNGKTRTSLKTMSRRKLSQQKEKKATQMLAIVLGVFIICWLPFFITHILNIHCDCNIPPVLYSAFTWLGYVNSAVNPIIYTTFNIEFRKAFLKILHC
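Cells plated with tetracycline inducer and held overnight at 30 C; calcium dye loaded 30–90 min at room temperature; baseline taken, compound added and read 180 s; EC20 dopamine then added and read 180 s.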
TRHR PAM = allosteric enhancers of human TRH receptor; P34981; TRHR cells, fluo-8 calcium fluorescence, EC20 TRH enhancement; enhancement, % at 2 µM; 360,000 tested, 0.66% active; in the data active = enhancement above about 30%; also: 0% is about no effect
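Enhancer read-out: after compound pinning and an initial kinetic agonist-mode read, an EC20 of TRH (10 nM final) was injected and fluo-8 calcium signal (Ex 480/Em 530) followed at 1 s/cycle for 100 cycles in TRHR-expressing cells.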
* hit, by the source's call; ? = inconclusive; . = no result given; & = joins results of further samples; [ ] = dose if it differs, or a comment. Unless noted, calls follow the shape of the dose curve; as a rule, active = well fitted curve in the direction sought with a large enough effect; inconclusive = small, poorly fitted or top-dose-only effect, or another doubt; inactive = no such curve, though single readings can be large; an effect the other way counts as inactive or inconclusive. Not all compounds are listed (hit frequency here may not be typical).

Labels used below: A = D1 ag; B = D1 potentiator; C = TRHR agonist; D = Apoferritin bind; E = RXFP1 antag; F = RXFP1 agonist; G = D1 antagonist; H = D2 PAM; I = TRHR PAM
CC1CCCCN1Cc1c(O)ccc2c(=O)c(-c3nc4ccccc4s3)c(N)oc12 (configuration not stated)
  A: 0; B: -13; C: 0.9; D: ?; E: -28; F: 1.3%; G: -2; H: -10; I: -7
COC(=O)c1c(NC(=O)CN2CCN(C(=O)c3ccco3)CC2)c2cc(C)ccc2n1C
  A: 2; B: -9; C: -0.5; D: -7%; E: 0; F: 0.7%; G: -20; H: -3; I: -5
O=S(=O)(N/N=C\c1ccccc1O)c1ccc(Cl)cc1
  A: 7; B: -2; C: -0.8; D: -9%; E: -2; F: -0.5%; G: 23; H: .; I: 0
Cc1cccnc1NC(=O)Nc1ccc(Cl)cc1
  A: 2; B: 21; C: 0.3; D: -8%; E: 5; F: -2.8%; G: 1; H: -1; I: 5
Cc1c(C#N)c(O)n(CCO)c(=O)c1N=Nc1ccccc1
  A: 0; B: 7; C: 0.2; D: -13%; E: 17; F: -1.2%; G: 2; H: 9; I: -1
CCn1nnnc1SCC(=O)N1c2ccccc2NC(=O)CC1C (configuration not stated)
  A: 6; B: .; C: 0.3; D: .; E: -4; F: 0.2%; G: 3; H: -2; I: 8
Cc1c(Cl)cccc1NC(=S)NCC1COc2ccccc2O1 (configuration not stated)
  A: 13; B: -3; C: 0.8; D: -22%; E: 7; F: 0.1%; G: -15; H: -6; I: 7
CO/N=C/c1cccn1-c1nccc(OC)c1C#N
  A: 3; B: -7; C: 0.4; D: -1%; E: 8; F: 0.7%; G: 14; H: -4; I: 16
CCc1ccc(/C=N/NC(=O)c2cc(-c3cccc([N+](=O)[O-])c3)n[nH]2)cc1
  A: 2; B: -3; C: 0.3; D: -10%; E: -23; F: 3.5%; G: -11; H: 4; I: 6
CC(C)(C)NC(=O)C(c1ccncc1)N(Cc1ccco1)C(=O)c1ccc(-c2ccccc2)[nH]1 (configuration not stated)
  A: 1; B: -9; C: 0.3; D: -20%; E: -22; F: -2.7%; G: -20; H: 11; I: -3
Cc1nnsc1-c1c(C(=O)N2CCOCC2)c(C)nn1-c1ccccc1
  A: 2; B: 2; C: 0.0; D: 20%; E: 3; F: 2.7%; G: -18; H: 6; I: 0
CCOc1ccc(NC(=O)CCCN2C(=O)C(c3ccccc3)Oc3cccnc32)cc1 (configuration not stated)
  A: -1&0; B: -9&-1; C: -2.0&-0.3; D: -2%&-8%; E: 5; F: -1.1%&0.0%; G: -14&-25; H: -7&3; I: -3&3
C(=N\n1cnnc1)/c1ccc(N2CCOCC2)cc1
  A: 3; B: -3; C: 0.6; D: -2%; E: -4; F: 2.6%; G: -4; H: 8; I: 10
C=CCn1c(C(C)C)nc2ccccc21
  A: 4; B: 0; C: -0.2; D: -11%; E: 7; F: 3.2%; G: -6; H: -6; I: -6
Cc1ccc(NC(=O)Cn2nc(C)c3nn(-c4ccc(Cl)cc4)c(C)c3c2=O)cc1F
  A: 5; B: -2; C: 0.0; D: -3%; E: -16; F: 11%; G: -9; H: 7; I: 1
CCc1ccc(C(=O)COC(=O)c2n[nH]c3ccccc23)cc1
  A: 6; B: 1; C: 0.4; D: ?; E: -21; F: 0.3%; G: -1; H: -2; I: 4
O=C(CCc1ccccc1)OCCN1CCOCC1
  A: 5; B: 2; C: -0.4; D: -7%; E: 4; F: -0.7%; G: 10; H: -7; I: 10
CCCS(=O)(=O)N1CCCC(C(=O)NCCCN2CCN(c3cccc(Cl)c3)CC2)C1 (configuration not stated)
  A: 2; B: -12; C: 0.1; D: -7%; E: 6; F: -1.0%; G: -24; H: -23; I: 11
Cc1nc2ccc(Br)cn2c(=O)c1Cl
  A: 2; B: -3; C: -0.3; D: -19%; E: -10; F: 12%; G: 4; H: -2; I: 1
Cc1cc(NC(=O)CCC(=O)N(CC(=O)NCC2CCCO2)c2ccccc2C)no1 (configuration not stated)
  A: 2; B: -6; C: 1.0; D: -1%; E: 1; F: 0.0%; G: -3; H: -7; I: -1
NS(=O)(=O)c1ccc(CCNC(=O)CCNC(=O)c2ccco2)cc1
  A: 3; B: 1; C: 0.0; D: 2%; E: 2; F: -3.7%; G: 1; H: -7; I: -1
CC(=O)c1c(C)[nH]c(C(=O)OCC(=O)NCc2ccc(Cl)cc2)c1C
  A: 15; B: 0; C: 0.9; D: .; E: -5; F: -0.9%; G: -10; H: -9; I: 8
COc1cnc(SCc2ccc(Cl)cc2Cl)nc1Cl
  A: 11; B: 3; C: -0.3; D: ?; E: 13; F: 3.8%; G: -13; H: 16; I: 3
CC(=O)c1ccc(NC(=O)CC(c2cccs2)N2Cc3ccccc3C2=O)cc1 (configuration not stated)
  A: 1; B: -1; C: -0.3; D: -10%; E: .; F: ?; G: 0; H: -5; I: 3
COc1ccc(NC(=O)c2ccc(C(=O)Nc3ccc(OC)cc3OC)cc2)c(OC)c1
  A: 1; B: -3; C: 5.3; D: -4%; E: -15; F: -0.9%; G: -8; H: .; I: 0
CCOC(=O)C1CCN(S(=O)(=O)c2cccc(-c3cn4cc(Cl)ccc4n3)c2)CC1
  A: 1; B: -4; C: 0.5; D: ?; E: -3; F: -0.4%; G: .; H: -3; I: 4
OCCCNc1nc(-c2ccc(Cl)cc2)nnc1-c1ccc(Br)cc1
  A: 3; B: -12; C: 0.2; D: -3%; E: 6; F: 1.2%; G: -40*; H: 7; I: 21
COc1ccc(OC)c(Nc2ncnc3sc(-c4ccccc4)cc23)c1
  A: 1; B: -4; C: 0.8; D: 57%[activator]; E: 3; F: 1.4%; G: -2; H: -12; I: -2
COc1ccc(CNC(=O)CSc2nnc(-c3ccc(NC(C)=O)cc3)n2C)cc1
  A: 2; B: -2; C: -0.5; D: -14%; E: -11; F: 2.4%; G: 5; H: 8; I: 3
COc1ccccc1CNC(=O)COC(=O)Cc1c(F)cccc1Cl
  A: 2; B: -1; C: 0.1; D: -10%; E: -1; F: 0.0%; G: 0; H: 4; I: 0
Cc1ccc(NC(=O)c2ccc(NCCc3ccccc3)c([N+](=O)[O-])c2)cc1F
  A: 5; B: 3; C: 0.1; D: -13%; E: -32; F: -0.5%; G: 3; H: 6; I: 2
O=C(CCN1C(=O)C2CCCCC2C1=O)N1CCN(S(=O)(=O)c2ccccc2)CC1 (configuration not stated)
  A: 1; B: -4; C: -0.1; D: .; E: -19; F: 1.7%; G: -14; H: 13; I: 41*
CSCCC(NC(=O)COc1ccccc1)C(=O)N1CCN(c2ccccc2F)CC1 (configuration not stated)
  A: -1; B: 1; C: -0.7; D: -16%; E: -3; F: 3.0%; G: -18; H: 2; I: -1
CCC(CC)c1nnc(NC(=O)CSCC(=O)Nc2cc(C)on2)s1
  A: 0; B: -2; C: 0.4; D: .; E: -3; F: -0.3%; G: -10; H: 8; I: 0
Cc1cc(NC(=O)c2ccc(-c3ccc(Cl)cc3)o2)cc(-c2nc3ncccc3o2)c1O
  A: 0; B: -4; C: 0.3; D: 3%; E: .; F: 0.2%; G: 1; H: -1; I: -3
COc1ccc(OC)c2c1nc1n2CCS1
  A: 3; B: -7; C: 0.0; D: -10%; E: .; F: 0.8%; G: -17; H: -3; I: -4
CCOC(=O)Cn1c(C)c(C#N)c2ccccc21
  A: 1; B: 4; C: -0.5; D: -11%; E: 3; F: -0.7%; G: -2; H: -6; I: 1
COc1cc(NC(=O)Cn2ncc3c([nH]c4ccc(C)cc43)c2=O)cc(OC)c1OC
  A: 1; B: 0; C: 0.2; D: -3%; E: 4; F: -1.3%; G: -9; H: 2; I: 3
CCCOc1ccc(C(=O)Nc2ccc(S(=O)(=O)N3C[C@@H]4C[C@@H](C3)c3cccc(=O)n3C4)cc2)cc1
  A: 3; B: -1; C: -0.6; D: .; E: .; F: 1.2%; G: .; H: 10; I: 6
COc1ccc(CCN(C)C2CCCN(C(=O)c3ccnn3C)C2)cc1OC (configuration not stated)
  A: 3; B: 2; C: 0.4; D: -6%; E: 0; F: -0.6%; G: -9; H: 15; I: 18
O=C(CCl)NC1CCCc2ccccc21 (configuration not stated)
  A: 0; B: -1; C: 3.0; D: -15%; E: -9; F: 0.7%; G: -8; H: 7; I: 2
COc1cccc(CN(C)C(=O)C(CCSC)NS(=O)(=O)c2ccc3c(c2)OCCO3)c1OC (configuration not stated)
  A: 3; B: -4; C: -0.2; D: .; E: 11; F: 1.4%; G: 11; H: .; I: -20
CS(=O)(=O)N(Cc1ccc(Cl)cc1)c1ccc(C(=O)NCC2CCCO2)cc1 (configuration not stated)
  A: 11; B: -4; C: 3.3; D: -6%; E: -24; F: -0.1%; G: 9; H: 3; I: 1
CC(C)[C@@H](C(=O)N[C@@H](Cc1ccccc1)C(=O)O)N1C(=O)N2CCc3c([nH]c4ccccc34)[C@@]2(C)C1=O
  A: 3; B: -1; C: -1.3; D: -17%; E: .; F: 0.0%; G: -7; H: 7; I: -6
CC(=O)Nc1cc(N=Cc2ccc(O)cc2O)c(Cl)cc1Cl
  A: 2; B: -4; C: -1.1; D: -14%; E: -27; F: 3.1%; G: -4; H: -1; I: 9
CC1=C(C)CC(C(=O)Nc2nc(-c3ccc(C)cc3C)c(C)s2)C(C(=O)O)C1 (configuration not stated)
  A: 2; B: -2; C: 0.4; D: 7%; E: -10; F: -0.8%; G: 7; H: -5; I: 1
CCOc1ncccc1C(=O)Nc1ccc2c(c1)OCCCO2
  A: 1; B: -4; C: -0.4; D: .; E: -15; F: 1.6%; G: -28; H: 11; I: -2
COc1ccccc1N1N=C(C(=O)c2ccccc2)C2C(=O)N(c3ccc(Br)cc3)C(=O)C21 (configuration not stated)
  A: 46*; B: 0; C: 12; D: -14%; E: -9; F: 6.6%; G: -9; H: -4; I: -3

Whole records, quoted from the list. Screens in order: D1 ag	D1 potentiator	TRHR agonist	Apoferritin bind	RXFP1 antag	RXFP1 agonist	D1 antagonist	D2 PAM	TRHR PAM
`COc1cc(NC(=O)Cn2ncc3c([nH]c4ccc(C)cc43)c2=O)cc(OC)c1OC` reads 1	0	0.2	-3%	4	-1.3%	-9	2	3
`O=C(CCl)NC1CCCc2ccccc21` (configuration not stated) reads 0	-1	3.0	-15%	-9	0.7%	-8	7	2
`CCOC(=O)Cn1c(C)c(C#N)c2ccccc21` reads 1	4	-0.5	-11%	3	-0.7%	-2	-6	1
`COc1ccc(CCN(C)C2CCCN(C(=O)c3ccnn3C)C2)cc1OC` (configuration not stated) reads 3	2	0.4	-6%	0	-0.6%	-9	15	18
